# Assay outcomes: PubChem, several laboratories
# BoNT F protease = BoNT F light chain protease inhibition; 0.22% of 360,000 active; Multiplex microsphere protease cleavage assay, flow cytometry; inhibition, % at 10 µM; AID 588497; in the data active = inhibition above about 35%, passing the limit was not always enough; inconclusive = no clear call, values can overlap the other calls; note: plate controls were buffer without enzyme for full effect and enzyme alone for no effect
# MazEF act = increases E. coli MazEF RNase cleavage of RNA; P0AE70; FAM/BHQ RNA-DNA oligo cleavage fluorescence, 5 h; 0.32% of 350,000 active; activation, % at 20 µM; in the data active = activation above about 50%
# Target sequence (P0AE70 whole entry, looked up): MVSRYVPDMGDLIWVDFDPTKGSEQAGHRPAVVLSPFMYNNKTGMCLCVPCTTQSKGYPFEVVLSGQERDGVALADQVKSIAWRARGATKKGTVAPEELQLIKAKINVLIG
# SARS 3CLpro inh = SARS-CoV 3CLpro protease inhibition | P0C6X7 | recombinant SARS-CoV 3CLpro, quenched FRET peptide cleavage | inhibition, % at 6 µM | 0.14% of 290,000 active | AID 1706; in the data active = inhibition above about 12%
# Rv3671c inh = inhibitors of M. tuberculosis serine protease Rv3671c; inhibition, % at 5.96 µM; AID 2606; 0.048% of 320,000 active; in the data active = inhibition above about 38%;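 note: extracellular domain of Rv3671c used as enzyme; 0% = enzyme with DMSO and 100% = no enzyme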
# Target sequence (P9WHR9 whole entry, looked up, the tested form may be a part): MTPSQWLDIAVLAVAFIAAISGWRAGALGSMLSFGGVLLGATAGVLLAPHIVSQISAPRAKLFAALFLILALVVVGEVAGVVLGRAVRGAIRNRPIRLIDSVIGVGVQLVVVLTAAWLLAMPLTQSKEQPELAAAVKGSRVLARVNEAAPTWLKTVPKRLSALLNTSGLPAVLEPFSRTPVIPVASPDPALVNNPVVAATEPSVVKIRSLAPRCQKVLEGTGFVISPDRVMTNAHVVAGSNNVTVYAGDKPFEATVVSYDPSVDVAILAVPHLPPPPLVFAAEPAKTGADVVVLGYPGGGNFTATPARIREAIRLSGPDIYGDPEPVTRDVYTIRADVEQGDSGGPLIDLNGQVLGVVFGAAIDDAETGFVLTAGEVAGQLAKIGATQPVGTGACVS
# PrPC TRFRET = inhibitors of human cell surface prion protein PrPC; P04156; TR-FRET read-out; inhibition, % at 13.8 µM; 0.43% of 370,000 active; in the data active = inhibition above about 24%; note: 0% = median of the test wells and 100% = reference compound wells
# BoNT-A LC inh2 = BoNT A light chain protease inhibition; multiplex microsphere protease substrate cleavage, flow cytometry; inhibition, % at 10 µM; 0.17% of 360,000 active; AID 588499; note: plate controls were buffer without enzyme for full effect and enzyme alone for no effect
# Anthrax LF inh2 = anthrax lethal factor protease inhibition; P15917; multiplex microsphere protease cleavage assay, LF; inhibition, % at 10 µM; 0.12% of 360,000 active; AID 588501; note: plate controls were buffer without enzyme for full effect and enzyme alone for no effect
# SSB-PriA inh = K. pneumoniae PriA-SSBct interaction inhibition; 0.6% of 430,000 active; inhibition, % at 33 µM; AlphaScreen SSBct-PriA binding, biotinylated peptide; AID 1272365; in the data active = inhibition mostly above about 37%, no sharp cut-off; inactive = mostly below about 20%;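 note: plate controls were negative control peptide for no effect and reference peptide for full effect; strong numbers were not always called active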
# VHR inh abs = DUSP3 (human) phosphatase inhibition | P51452 | recombinant VHR phosphatase, pNPP absorbance | inhibition, % at 13.3 µM | 0.52% of 290,000 active; in the data active = inhibition above about 50%; note: some compounds called inactive have numbers as strong as hits
# Target sequence (P51452 whole entry, looked up): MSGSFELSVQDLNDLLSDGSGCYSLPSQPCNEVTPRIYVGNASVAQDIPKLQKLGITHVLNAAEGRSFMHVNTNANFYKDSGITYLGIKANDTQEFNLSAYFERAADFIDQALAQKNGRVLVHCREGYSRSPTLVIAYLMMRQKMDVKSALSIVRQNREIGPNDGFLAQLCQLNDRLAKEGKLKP
# CCHF vOTU inh = CCHFV vOTU protease inhibition; inhibition, % at 11.5 µM; Pep-AMC fluorescence; 0.55% of 370,000 active; in the data active = inhibition above about 30%; note: 0% = vehicle wells with enzyme and 100% = no enzyme wells
# An asterisk follows results filed as active; ? = inconclusive; nt = no result given. Cut-off read from the data, not from the text of the source, unless noted: active = inhibition above about 30%; inconclusive = no clear call, values can overlap the other calls; inactive = below that. Some of the compounds tested, so the mix of outcomes need not match the whole.
compound	BoNT F protease	MazEF act	SARS 3CLpro inh	Rv3671c inh	PrPC TRFRET	BoNT-A LC inh2	Anthrax LF inh2	SSB-PriA inh	VHR inh abs	CCHF vOTU inh
COCCN(CC(=O)Nc1ccccc1C(F)(F)F)C(=O)/C=C/c1cc(Cl)c2c(c1)OCO2	0	0	nt	-2	-4	-1.6	-2	-2	nt	14
Cc1ccc(S(=O)(=O)N(C)c2ccc(OCC(=O)OCc3c(C)noc3C)cc2)cc1	-41	-12	5	-2	2	-0.4	-4	-17	-11	8
COc1ccc(-c2cc(C(=O)NNC(=S)NC(=O)c3c(-c4ccccc4)noc3C)[nH]n2)cc1	-5	-9	1	15	-4	-2.2	-8	11	-11	1
Cc1ccc(N2C(=O)N(CC(=O)Nc3ccc(C)c(C)c3)C(=O)C2C)cc1 (centres undefined)	7	4	nt	2	-3	0.8	-2	-12	nt	2
CC1CCN(S(=O)(=O)c2ccc(N=NC3=C(O)CC(C)(C)CC3=O)cc2)CC1	0	4	0	-12	-3	0.6	-1	-8	39	7
CC(C)CC(=O)Nc1ccc(C(=O)Nc2cccc(O)c2)cc1	2	13	4	-3	8	0.1	5	-8	-5	-5
COc1ccc(/C=N/NC(=O)c2ccoc2C)cc1O	30	2	-1	4	3	2.7	-1	nt	5	9
Cc1ccc(-n2nc3c(c2NC(=O)c2cccs2)CSC3)cc1	7	3	4	-90	1	0.8	-1	-4	25	-2
Cc1c(C(=O)NCc2ccc(F)cc2)sc(=O)n1Cc1ccc(Cl)c(Cl)c1	-1	nt	nt	nt	2	0.4	-9	nt	nt	6
COc1cc(OC)c(S(=O)(=O)Nc2ccc(C)cn2)cc1NC(C)=O	-4	5	1	7	-4	-1.8	-1	-2	13	2
CC1CN(C(=O)COC(=O)COc2ccc(C#N)cc2)CC(C)O1 (centres undefined)	1	4	nt	-5	2	2.7	-2	-6	nt	1
O=C(OCC(=O)N1CCCC1)c1ccc(Cl)c([N+](=O)[O-])c1	-2	3	0	-5	-11	-1.0	-2	0	-23	-6
O=S(=O)(c1ccccc1)c1cnn2c(C(F)(F)F)cc(-c3ccc(F)cc3)nc12	2	6	-1	6	6	1.5	2	7	31	-3
Cc1cc(OCC(=O)NC2CCCCC2)ccc1Cl	4	-10	-1	-3	-3	-0.2	3	-10	-8	10
CC(C)C[C@H]1CNC(=S)N1CC1CCCN1C[C@H](CC(C)C)N1C[C@H](Cc2ccc(O)cc2)N(CC2CCCCCC2)C1=S (some centres undefined)	-6	0	nt	nt	6	-0.5	-4	-12	nt	3
CC(C)(Oc1cccc2ccccc12)C(=O)O	-6	6	6	1	0	-2.5	-3	-18	-10	-8
CCn1c2ccccc2c2cc(/C=N/NC(=O)c3ccc(O)cc3)ccc21	-4	8	-1	-103	9	0.6	-2	nt	18	-3
Oc1cccc(Nc2nc(-c3ccccc3Cl)nc3ccccc23)c1	-2	7	-2	-26	6	-2.1	2	2	36	1
CN(CC(=O)Nc1cccc(F)c1)C(=O)c1ccc(S(=O)(=O)N2CCCC2)cc1	4	9	nt	0	-7	1.6	-5	-5	nt	-8
CCOC(=O)C1=C(C)N(CCCC(=O)O)C(=O)NC1c1ccc([N+](=O)[O-])cc1 (centres undefined)	5	9	-1	0	-8	-0.8	-5	-1	-15	2
CC1CCN(S(=O)(=O)N2CCCC(C(=O)NCc3ccccc3Cl)C2)CC1 (centres undefined)	-8	-6	-1	-4	3	-1.4	1	8	35	3
Cc1cc(C)c2oc(=O)cc(CN3CCCCC3)c2c1	-21	-2	4	-3	10	-1.5	4	-5	-16	-6
COc1ccc(C(=O)Nc2c(C)cc(C)cc2C)cc1OC	?	-10	1	8	-1	?	6	4	13	-13
O=C(/C=C/c1ccccc1)NC(=S)Nc1ccc2c3c(cccc13)CC2	-12	-5	1	-3	8	-1.4	-2	-2	2	3
O=S(=O)(c1ccc(Cl)cc1)N1CCN2CCCC2C1 (centres undefined)	9	8	1	-1	-5	-0.3	-11	9	18	-10

# One compound at a time, from the list above. Screens in order: BoNT F protease | MazEF act | SARS 3CLpro inh | Rv3671c inh | PrPC TRFRET | BoNT-A LC inh2 | Anthrax LF inh2 | SSB-PriA inh | VHR inh abs | CCHF vOTU inh
# Profile of `Cc1cc(OCC(=O)NC2CCCCC2)ccc1Cl` → 4 | -10 | -1 | -3 | -3 | -0.2 | 3 | -10 | -8 | 10
# Profile of `COc1ccc(-c2cc(C(=O)NNC(=S)NC(=O)c3c(-c4ccccc4)noc3C)[nH]n2)cc1` → -5 | -9 | 1 | 15 | -4 | -2.2 | -8 | 11 | -11 | 1
# Profile of `O=C(/C=C/c1ccccc1)NC(=S)Nc1ccc2c3c(cccc13)CC2` → -12 | -5 | 1 | -3 | 8 | -1.4 | -2 | -2 | 2 | 3
# Profile of `CC1CCN(S(=O)(=O)c2ccc(N=NC3=C(O)CC(C)(C)CC3=O)cc2)CC1` → 0 | 4 | 0 | -12 | -3 | 0.6 | -1 | -8 | 39 | 7
# Profile of `Cc1ccc(N2C(=O)N(CC(=O)Nc3ccc(C)c(C)c3)C(=O)C2C)cc1` (centres undefined) → 7 | 4 | nt | 2 | -3 | 0.8 | -2 | -12 | nt | 2

# Next records:
compound	BoNT F protease	MazEF act	SARS 3CLpro inh	Rv3671c inh	PrPC TRFRET	BoNT-A LC inh2	Anthrax LF inh2	SSB-PriA inh	VHR inh abs	CCHF vOTU inh
Cc1ccc(C)c(NC(=O)CCC(=O)N2CCOc3ccccc32)c1	-2	5	2	2	-10	-0.2	-6	-1	21	12
O=C(NCCOc1ccc2ccccc2c1)c1cncc(Br)c1	-5	15	1	1	-2	0.0	-5	-10	27	-10
O=S(=O)(c1ccc(Br)cc1)n1ccc2ccccc21	-16	2	3	-4	2	-0.9	-6	-74	32	4
NC(=O)c1c(NC(=O)Cn2cnc([N+](=O)[O-])n2)sc2c1CCCC2	-7	4	-3	1	-21	1.1	4	-1	13	8
Cc1ccc(OCCCC(=O)NNC(=O)c2ccncc2)cc1	-14	8	nt	5	-1	-0.4	0	-8	nt	-6
CCN(CC)CC(C(=O)N(CC)CC)P(=O)(c1ccccc1)c1ccccc1 (centres undefined)	-11	2	6	-1	-2	0.1	1	-6	23	-1
CSc1ccccc1NC(=O)c1ccc(C)o1	-5	-10	-1	-5	-3	-0.2	-1	6	-8	-21
O=C(C[n+]1ccc(/C=C/c2ccccc2)cc1)c1ccc2c(c1)OCCO2	nt	28	0	5	-17	nt	nt	10	16	3
COc1cc(/C=N/Nc2ccc(Cl)nn2)cc(OC)c1O	?	1	-3	7	-4	-3.2	3	nt	16	3
CCOC(=O)C(=O)N(Nc1ccccc1C)c1ccccc1C	-1	3	-5	1	-9	0.6	-2	-2	0	3
CC(C)CCNC(=O)COc1ccc(C(=O)c2ccccc2)cc1	-2	4	0	4	5	-0.9	-3	-5	34	-6
c1ccc(CCCCN2CCN=C2Nc2ccccc2)cc1	-4	5	nt	2	-3	-0.2	-6	-8	nt	-1
Cc1nnc2sc(SCC(=O)Nc3ccc(Cl)cc3)nn2c1=O	-3	5	1	-12	-3	-0.3	1	2	10	-14
Cc1ccc(Cn2c(C3CCCN3c3nc(C)cs3)nc3cc(C(=O)NCCCO)ccc32)cc1 (centres undefined)	-3	-2	nt	3	-2	0.8	-4	2	nt	-3
CCCCc1nc(Cl)c(C#N)c2c1CCC2	?	2	0	3	6	-2.8	18	-12	8	-1
Cc1ccc(S[C@@H](CCN2CC[C@H](C)CCC2=O)c2ccccc2)cc1	-7	7	1	-1	7	0.2	-3	-21	9	8
CC(=O)N/C(=C/c1ccc(OS(=O)(=O)c2ccc(C)cc2)cc1)C(=O)NCCO	-5	6	2	-3	-6	0.1	1	6	5	-1
CC(C)[C@H]1C=C(C(=O)O)O[C@@H](OCc2ccc(CO)cc2)C1	-5	1	nt	-5	-2	-0.1	-12	-10	4	-4
Cc1cc(C)c(Cn2c3ccccc3c3cnn(CC(=O)NCc4ccccn4)c(=O)c32)c(C)c1	-2	5	5	-6	2	-2.4	0	5	-12	14
COc1ccc(NC(=S)N2CCCN(Cc3cc(C)ccc3C)C2)cc1	-5	4	3	13	-2	0.9	-2	-2	-14	14
CC(C)CCSc1nc(N)c(C#N)cc1C#N	4	-13	1	1	3	0.5	0	-9	-5	-6
COc1ccc(NC(=O)CCc2ccccc2)cc1S(=O)(=O)N1CCCCC1	-7	1	nt	10	-2	0.0	4	-13	nt	9
O=[N+]([O-])c1ccc(NCCCNS(=O)(=O)c2ccccc2)cc1	5	13	6	-2	-10	0.0	0	7	2	15
CN1C(=O)CSC1=S	-7	1	-4	7	-5	-0.4	1	3	6	-4
O=C(O/N=C/c1ccc(Cl)cc1)C1CCCCC1	5	-4	-6	-8	9	-0.3	6	nt	30	-10
Cc1onc(-c2ccccc2Cl)c1C(=O)Nc1ccccc1N1CCOCC1	-5	3	1	-12	6	1.0	-1	1	36	5
O=C(c1cc(COc2ccc(F)cc2Cl)on1)N1CCCC(OCc2cccnc2)C1 (centres undefined)	-2	-5	-4	6	5	-0.4	-3	5	26	14
COc1nc(C#N)nc(N(C)C)n1	-1	8	0	4	7	-0.5	-2	-8	24	1
O=C(Nc1ccncc1)C1CCN(S(=O)(=O)c2cccc(C(F)(F)F)c2)CC1	-15	21	nt	1	1	-0.5	-6	2	nt	4
COCCCn1cnc2c(c1=O)c1nc3ccccc3nc1n2CCc1ccccc1	13	6	-3	nt	-11	5.9	4	-6	22	-12
O=C(CCN1C(=O)/C(=C/c2ccccc2F)SC1=S)Nc1ccccn1	2	0	-4	5	-2	2.0	0	-1	40	-3
COc1ccccc1C(=O)NCCn1cc(SCC(=O)NCc2ccco2)c2ccccc21	0	7	0	7	5	-0.4	-1	10	18	-9
O=C(NCCCN1CCCC1=O)c1ccc(OC(F)(F)F)cc1	0	-1	8	1	7	0.0	-4	-2	14	-13
C=CCc1c(C)c(C#N)c2nc3ccccc3n2c1N1CCCCC1	0	8	3	1	2	0.7	6	-9	10	-12
Cc1cc(C)cc(NC(=O)NCc2c(-c3ccccc3)noc2C)c1	?	8	3	6	5	?	-12	-18	9	7
Cc1cc2oc(=O)c(CC(=O)NCCCO)c(C)c2c2occ(C(C)(C)C)c12	-19	1	-1	3	-12	-2.1	-6	2	nt	-43
O=C(Nc1ccccc1)N(CCc1nc2ccccc2[nH]1)C1CCCC1	12	-12	0	5	3	0.5	-1	-14	32	-3
COc1ccc(NS(=O)(=O)c2ccc3oc(=O)ccc3c2)cc1	-5	0	0	-5	8	-0.1	11	0	11	-11
NC(=O)c1cc2ccccc2o/c1=N/NC(=O)c1cccc(Cl)c1	-8	3	-3	2	6	-0.2	1	nt	22	0
CN(C(=O)COC(=O)C12CC3CC(CC(Cl)(C3)C1)C2)C1(C#N)CCCCC1	-4	5	nt	-2	-9	-0.5	0	1	nt	-8
COc1cc(C)nc(N2CCCC(C(=O)Nc3cccc(Cl)c3Cl)C2)n1 (centres undefined)	21	-6	-7	-2	2	0.2	-1	0	28	11
CCOc1ccc(OCCC(=O)N(CCC(C)C)c2c(N)n(Cc3ccccc3)c(=O)[nH]c2=O)cc1	-2	-10	nt	-10	-3	1.8	-8	1	nt	-3
Cc1ccc(NC(=O)CSc2nnc(Cc3csc(C)n3)o2)c(C)c1	11	-1	nt	-6	-3	3.6	4	22	nt	-6
COCCN(C(=O)CCC(=O)Nc1cc(C)on1)C(C(=O)NC(C)(C)C)c1ccccc1Cl (centres undefined)	-1	10	2	-6	6	-0.7	0	-6	2	4
O=P(Nc1cccc(F)c1)(Oc1ccccc1F)Oc1ccccc1F	6	0	5	1	3	-0.3	-12	-2	9	8
COc1ccccc1CNC(=O)C(NC(=O)c1ccc(C)cc1)C(C)C (centres undefined)	-10	15	2	-10	4	-0.6	-6	-11	-1	2
COc1ccc(S(=O)(=O)N(CC(=O)NCCSc2ccccn2)c2ccccc2)cc1	1	-1	-5	0	7	-1.1	-2	0	24	15
